Source: PubChem BioAssay (National Center for Advancing Translational Sciences (NCATS))
Lipid storage S3 = qHTS Assay for Lipid Storage Modulators in Drosophila S3 Cells; actives 0.64% (n = 320,000); Drosophila S3 cells, BODIPY lipid droplet fluorescence, 18-24 h; cells fed with added oleic acid; lipid storage change, negative = inhibition, % at the top dose, mostly 46.1 µM; hits show Potency in µM; AID 2685; active = well fitted inhibition curve with a large enough effect in the signal ratio, with a control signal flat, not every such curve was filed as active; inconclusive = small, poorly fitted or top-dose-only effect, or effect the other way, or a change in a side signal; the % refers to the signal ratio
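Drosophila S3 cells got compounds at several concentrations plus oleic acid (400 uM solution). Laser-scanning cytometry with 488 nm excitation read lipid droplets at 500-530 nm and cells at 575-640 nm. Percent activity was relative to 20 uM Triacsin C.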
Lipid storage S3 cell count max = further read-out of Lipid storage S3, marked with its call; cell number change, %; measured here: cell count max response;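 cells counted by Cell Tracker Red CMTPX staining in the red channel; peak over a dose series mostly up to 46.1 µM; percent activity relative to internal control wells on each plate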
An asterisk follows results filed as active; i = inactive; ? = inconclusive; . = no result given. % is scaled to controls: 0 for no effect and ±100 for the full control effect; potency is read from the fitted curve at half-maximal effect. These rows are one share of the data; count on the stated rates, not on these rows.

The line under a structure holds: Lipid storage S3	Lipid storage S3 cell count max
1	Cc1ccccc1N=C/C=C1/C=C(c2ccccc2)OC(C)(C)O1
  ?	.
2	COc1cc(/C=C/C(=O)OC2CC3CCC2(C)C3(C)C)ccc1O (stereo not drawn)
  ?	.
3	CCc1ccc(C(O)(CC)C(CN2CCOCC2)c2ccccc2)cc1 (stereo not drawn)
  ?	.
4	CCCCCCn1cnc2c(c1=O)c1nc3ccccc3nc1n2/N=C/c1ccco1
  ?	.
5	O=C(CSc1nc2ccccc2c(=O)n1-c1cccc(C(F)(F)F)c1)NC1CC1
  ?	.
6	O=C(Nc1cccc(Cl)c1)Nc1ccon1
  i	-26
7	COc1ccc(S(=O)(=O)c2ccccc2)cc1NC(=O)c1c(F)cccc1F
  -10%	6
8	Cc1ccc(NC(=O)COc2ccccc2C(N)=O)cc1S(=O)(=O)N1CCCCCC1
  19%	-9
9	CC1(C)CC(=O)C(C=Nc2cccc(/N=C/C3=C(O)CC(C)(C)CC3=O)n2)=C(O)C1
  ?	.
10	CC(=O)c1cn(CC(=O)Nc2cccc(C)c2C)c2ccccc12
  -15%	.
11	CCc1c(C)sc(NC(=O)C2CC(c3c(F)cccc3Cl)=NO2)c1C#N (stereo not drawn)
  13%	2
12	CCOC(=O)Cc1csc(NC(=O)c2cc(C)cc(C)c2)n1
  ?	.
13	CCOC(=O)c1c(C2CC2)csc1NC(=O)COC(=O)CCS(=O)(=O)c1ccc(C)cc1
  18%	2
14	CCCNC(=S)Nc1ccc2nc(-c3ccccn3)c(-c3ccccn3)nc2c1
  -1%	10
15	Cc1csc(=O)n1CC(=O)OCC(=O)Nc1ccccc1C(C)C
  ?	.
16	CSC(=Nc1ccccc1)Nc1ccccc1
  -2%	-9
17	Cc1cccc(-c2nsc(SCC(=O)Nc3nccs3)n2)c1
  15%	-15
18	CCCCNC(=S)Nc1ccc2cn[nH]c2c1
  17%	-18
19	NC(=O)Cc1ccc(C(=O)c2ccc(Cl)cc2Cl)s1
  7%	.
20	O=C(NC1CCCC1)C(c1cccs1)N(C(=O)c1ccno1)c1ccccc1 (stereo not drawn)
  i	.
21	CC1(C)CC(=O)C(C=NCCCO)=C(O)C1
  -6%	-1
22	COc1cccc(C(C(=O)NC2CCCCC2)N(C(=O)c2cccs2)c2ccc3c(c2)OCO3)c1 (stereo not drawn)
  ?	.
23	Cc1[nH]c2ccccc2c1C(=O)C(=O)NCc1cccs1
  6%	-3
24	Cc1ccc(N(C(C)C(=O)O)S(=O)(=O)c2cccnc2)cc1 (stereo not drawn)
  11%	15
25	COc1ccc(Br)cc1/C=N/Nc1ccc(Cl)c(C(=O)O)c1
  ?	.
26	N/C(=N\OC(=O)C(c1ccccc1)c1ccccc1)c1cccnc1
  6%	-4
27	O=C(O)c1ccc(COc2ccc3ccccc3c2/C=C2/NC(=O)N(Cc3ccc(F)cc3)C2=O)cc1
  ?	.
28	COC(=O)C1C(O)=C(C(C)=Nc2cccc3ccccc23)C(=O)CC1(C)C (stereo not drawn)
  -1%	11
29	COc1cc(/C=N/O)cc(Br)c1OCc1ccc(Cl)cc1
  ?	.
30	CCOC(=O)Nc1ccc2c(c1)N(C(=O)CNC)c1ccccc1CC2
  i	.
31	CC(=O)c1ccc(Nc2cc(C)nc3c(C)cc(C)cc23)cc1
  0%	3
32	COc1ccc(CC(=O)Nc2ccc(C(=O)Nc3nccs3)cc2)cc1OC
  ?	.
33	O=C(C1CCCCC1)N(CCN1CCCC1)c1nc2ccccc2s1
  ?	.
34	Cc1c(C(=O)NCCN(C)C)oc2ccc(S(=O)(=O)N3CCC4(CC3)OCCO4)cc12
  ?	.
35	O=C(c1ccco1)N1CCN(C(=O)c2ccc(-c3ccc(Cl)cc3)o2)CC1
  ?	.
36	Fc1ccc(-c2cnn3c(-c4cccs4)ccnc23)cc1
  ?	.
37	CC(C)(O)C(=O)N=Nc1c(O)[nH]c2ccccc12
  -8%	-13
38	O=C(COc1ccc(Cl)cc1)NCCS(=O)(=O)N1CCN(c2ccc(F)cc2)CC1
  i	2
39	CC(C)C(=O)Nc1ccccc1C(=O)OCC(=O)c1ccc2c(c1)OCCO2
  -1%	-5
40	O=C(NC12CC3CC(CC(C3)C1)C2)C12CC3CC(C1)CC(n1cnc(Cl)n1)(C3)C2
  ?	.
41	O=C(c1cnn2c(C(F)(F)F)cc(-c3ccco3)nc12)N1CCCCCC1
  14%	0
42	CSc1ccccc1C(=O)NC1CCCC1
  5%	0

Structural class, those above with a halogen (13)
The line under a structure holds: Lipid storage S3	Lipid storage S3 cell count max
5	O=C(CSc1nc2ccccc2c(=O)n1-c1cccc(C(F)(F)F)c1)NC1CC1
  ?	.
6	O=C(Nc1cccc(Cl)c1)Nc1ccon1
  i	-26
7	COc1ccc(S(=O)(=O)c2ccccc2)cc1NC(=O)c1c(F)cccc1F
  -10%	6
11	CCc1c(C)sc(NC(=O)C2CC(c3c(F)cccc3Cl)=NO2)c1C#N (stereo not drawn)
  13%	2
19	NC(=O)Cc1ccc(C(=O)c2ccc(Cl)cc2Cl)s1
  7%	.
25	COc1ccc(Br)cc1/C=N/Nc1ccc(Cl)c(C(=O)O)c1
  ?	.
27	O=C(O)c1ccc(COc2ccc3ccccc3c2/C=C2/NC(=O)N(Cc3ccc(F)cc3)C2=O)cc1
  ?	.
29	COc1cc(/C=N/O)cc(Br)c1OCc1ccc(Cl)cc1
  ?	.
35	O=C(c1ccco1)N1CCN(C(=O)c2ccc(-c3ccc(Cl)cc3)o2)CC1
  ?	.
36	Fc1ccc(-c2cnn3c(-c4cccs4)ccnc23)cc1
  ?	.
38	O=C(COc1ccc(Cl)cc1)NCCS(=O)(=O)N1CCN(c2ccc(F)cc2)CC1
  i	2
40	O=C(NC12CC3CC(CC(C3)C1)C2)C12CC3CC(C1)CC(n1cnc(Cl)n1)(C3)C2
  ?	.
41	O=C(c1cnn2c(C(F)(F)F)cc(-c3ccco3)nc12)N1CCCCCC1
  14%	0
